Screening data (PubChem BioAssay)
West Nile virus CPE: West Nile virus antiviral activity, cell-based, CPE readout (AID 1621) | West Nile virus-infected cells, CPE inhibition; higher % means a stronger effect | hit rate 0.02% among 290,000 | one-dose CPE inhibition, % at 10 µM; IC50 in µM for titrated hits; in the data active means a potency from the dose series; further: strong numbers were not always called active
T cell HTS: T cell immune modulators affecting CD8 T cell-vesicle binding | 2C CD8+ T cell-vesicle binding, flow cytometry; active compounds read low | calls only at 7 µM | hit rate 0.068% among 330,000 | AID 2052;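 active means response, share of CD8 T cells binding vesicles, and their 90th percentile fluorescence all below set limits, cut at about 80% in these data, passing the limit was not always enough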
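Material: 2C TCR transgenic mouse naive CD8+ T cells, MACS-purified. Also added: QL9-charged Drosophila Ld/ICAM-1/B7-1 vesicles. Timing: binding 1.5 h at 37 °C. Measured by: high-throughput flow cytometry with anti-B7-1 and anti-CD8 staining. Read-out: percent CD8+ FL2 mean versus row control. Controls: Unloaded micro-vesicles (low), QL9 vesicles with 0.7% DMSO (high).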
Hep lipid drop: hepatic lipid droplet formation modulation; AML12 mouse hepatocytes, oleate lipid droplets, BODIPY imaging; inhibition, % at 6.5 µM; hit rate 0.4% among 240,000; AID 1656;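 active means lipid droplet intensity inhibited by at least 50%, with more than 500 cells counted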
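Material: mouse AML12 hepatocyte cell line, fixed after treatment; Timing: compound with oleate, overnight; Technique: high-content imaging of BODIPY-stained droplets and DAPI nuclei; Probe or stimulus: oleate, 100 µM final; Dosing: compound at 6.5 µM only.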
WT yeast gro inh: growth inhibition of WT yeast, mitochondrial fusion screen; mitochondrial fusion phenotypic screen, WT strain; inhibition, % at 10 µM; hit rate 2.1% among 190,000; AID 1362; in the data active means inhibition above about 58%; tested in S. cerevisiae
Autophagy mod: alters autophagy in cells; MEF GFP-LC3 puncta imaging; test concentration mostly 10 µM; calls only at 10 µM (by protocol); hit rate 0.98% among 190,000;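 active means percentage of spot-positive cells more than 3 SD above its plate mean, without a fluorescence outlier flag or 80% toxicity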;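 further: spot-positive cell cutoff set from DMSO-treated cells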
Insulin prom up: MIN6 insulin promoter up-regulation | hit rate 0.3% among 190,000 | MIN6 insulin promoter-GFP reporter, high-content imaging; active compounds read high | z-score at 5 µM;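 active means z-score above 3 at 5 µM with at least 500 cells counted in the well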
MT stabilizer: stabilizes microtubules in HeLa cells; HeLa tubulin immunostaining HCS, 24 h; share of cells brighter than vehicle mean+2SD; % tubulin-high responders, % at 10 µM; hit rate 0.83% among 200,000; AID 2205;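 active means plate Z-score above 3 for both tubulin-high and condensed-nucleus cell shares, with cell loss under 80%, at 10 µM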;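 further: anti alpha tubulin signal scored within the nucleus-defined area of each cell; some results filed as inactive read as strong as hits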
b-catenin transl: beta-catenin nuclear translocation modulation | HeLa beta-catenin nuclear translocation, immunofluorescence imaging | nuclear translocation activity, % at 5 µM | hit rate 0.3% among 190,000;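 active means nuclear translocation activity above 50% at 5 µM, with a well cell count of 50 or more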;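 further: per-cell ratio of nuclear to cytoplasmic median beta-catenin stain intensity; plate controls were DMSO negative control for no effect and GSK-3 inhibitor IX positive control for full effect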
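Test system: HeLa cells, endogenous beta-catenin; Compound: single 5 µM dose plus 0.02–20 µM confirmation series; Times: compound exposure 24 h at 37°C; Signal: fluorescence imaging of beta-catenin antibody stain plus DAPI; Read-out: % activation, nuclear-to-cytoplasmic median beta-catenin signal ratio per cell.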
Myeloid diff 2: compounds promoting myeloid differentiation | calls only at 10 µM | AID 624256 | hit rate 1% among 360,000 | ER-HoxA9 myeloid progenitors, lysozyme-GFP differentiation, flow cytometry;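 active means normalized GFP-positive differentiation at or above the plate's own cutoff, the solvent-only control mean plus 3 SD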;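 further: cells exposed to compound for four days before flow analysis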
WT yeast gro inh mutant strain: second read-out of WT yeast gro inh, no call of its own (marks repeat the call); inhibition, %; mitochondrial fusion phenotypic screen, mutant strain inhibition
Insulin prom up cell count: further read-out of Insulin prom up, marked with its call; cell count; measured here: cytotoxicity, nuclei count;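 total cells summed across four imaged fields per well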
Hep lipid drop cells 6.5 µM: second read-out of Hep lipid drop, no call of its own (marks repeat the call); cell count; measured here: cell count, cytotoxicity flag;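 cells counted across two imaged fields per well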
b-catenin transl cell count 5 µM: also measured in b-catenin transl; calls as there; cell count; measured here: cell count, cytotoxicity flag
T cell HTS vesicle-bound %: recorded beside T cell HTS, whose call it bears; double positive events, %; measured here: CD8+ vesicle-bound cell fraction;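 binding gate set so that unloaded-vesicle control wells show 10% double positive cells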
MT stabilizer Hoechst-high %: recorded beside MT stabilizer, whose call it bears; % Hoechst-high responders; measured here: nuclear condensation Hoechst responders;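 share of cells brighter than vehicle mean plus two SD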
MT stabilizer cytotoxicity %: also measured in MT stabilizer; calls as there; toxicity, %; measured here: cytotoxicity by cell density;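 0% = mean cell density of plate MIN control wells and 100% = no cells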
Autophagy mod cell loss 18 h: second read-out of Autophagy mod, no call of its own (marks repeat the call); toxicity, %; measured here: cell loss, nuclei count;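 cell loss after 18 h compound exposure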
Myeloid diff 2 GFP+ MAC1+ %: recorded beside Myeloid diff 2, whose call it bears; GFP+ MAC1+ double positive, %; measured here: differentiation confirmed by MAC1 staining
Numbers without * were called inactive; i = inactive; . = not tested or not shown. Outcome played no part in choosing rows. Share with any hit: about 3.9%.

Order of values – West Nile virus CPE, T cell HTS, T cell HTS vesicle-bound %, Hep lipid drop, Hep lipid drop cells 6.5 µM, WT yeast gro inh, WT yeast gro inh mutant strain, Autophagy mod, Autophagy mod cell loss 18 h, Insulin prom up, Insulin prom up cell count, MT stabilizer, MT stabilizer Hoechst-high %, MT stabilizer cytotoxicity %, b-catenin transl, b-catenin transl cell count 5 µM, Myeloid diff 2, Myeloid diff 2 GFP+ MAC1+ %
1. CC1CCc2nc3ccccc3c(C(=O)OCC(=O)NC3CCS(=O)(=O)C3)c2C1 (stereo unspecified)
→ -0.1%, i, 54, 0, 765, -9, 12, i, -1, -0.68, 1234, 1.7, 2.5, 4.1, -0.8, 1113, i, 0.5
2. O=C(c1cc2c(s1)-c1ccccc1OC2)N1CCN(c2ccccn2)CC1
→ 0.0%, ., ., ., ., 15, -13, i, -3, -0.94, 907, 7.1, 1.7, 6.1, ., ., i, 1.0
3. O=C(CNCCCO)Nc1cc(C(F)(F)F)cc(NC(=O)CNCCCO)c1Cl
→ 0.4%, i, 43, 8, 568, 2, -10, i, 6, ., ., 3.0, 4.5, 3.5, 0.8, 940, i, 0.2
4. CN1CCN(c2ccc(Cl)cc2NS(=O)(=O)c2ccccc2Cl)CC1
→ 0.4%, i, 35, ., ., ., ., i, 17, -1.8, 1220, 2.6, 0.9, 2.0, -2.6, 800, i, 0.3
5. COc1ccc(S(=O)(=O)n2ccc(-c3cnc(-c4ccccc4)s3)n2)cc1
→ 1.9%, i, 58, ., ., 32, 17, i, 0, ., ., 1.3, 1.4, 6.5, ., ., i, 0.0
6. COc1ccc(-c2nn(-c3ccccc3)cc2C(=O)Nc2ccc(C(=O)O)cc2)cc1
→ -0.3%, i, 38, -4, 747, ., ., ., ., ., ., ., ., ., ., ., i, 0.0
7. O=C(c1cccs1)N1CCN(Cc2cccnc2)CC1
→ 0.7%, i, 51, ., ., 2, -10, ., ., 0.32, 1003, ., ., ., -2.2, 1146, i, 1.5
8. O=c1c(Cc2ccccc2)c(O)ccn1C1CCCCCCC1
→ -0.3%, i, 4, 1, 638, -13, 10, i, -3, 0.14, 1678, 5.6, 3.1, 7.3, -4.9, 1109, i, 1.3
9. COCCNC(=O)c1cc(-c2cccs2)on1
→ 1.8%, i, 39, -1, 676, -3, 3, ., ., 0.93, 1846, 5.9, 5.1, 8.0, -2.9, 1114, i, 1.5
10. COc1cccc(-c2[nH]nc3c2C(c2ccc(C)o2)C(C#N)=C(N)O3)c1 (stereo unspecified)
→ 0.1%, i, 26, ., ., -10, -6, i, 11, -0.87, 1658, 2.9, 1.5, 4.9, -1.9, 1387, ., .
11. Cc1sc(NC(=O)CSc2nnc(C(C)C)n2C)c(C#N)c1C
→ -0.3%, i, 40, -27, 718, -7, -6, i, -7, ., ., 2.6, 1.8, 8.4, 2.1, 523, i, 0.2
12. O=S(=O)(N/N=C/c1ccc(N2CCOCC2)cc1)c1ccc(Br)cc1
→ 0.3%, i, 13, 12, 682, 11, 11, i, 21, ., ., 3.0, 1.0, 0.2, -1.9, 1115, i, 0.4
13. O=C(CN1C(=O)NC2(CCCCC2)C1=O)Nc1ccc(S(=O)(=O)N2CCOCC2)cc1
→ 0.4%, i, 40, -2, 662, -1, 20, i, -4, 0.17, 1108, 13, 33, 98, -0.3, 1066, i, 1.1
14. CCc1cc(CNC(=O)c2ccc(OC3CCN(C(C)=O)CC3)c(OC)c2)on1
→ 0.2%, i, 11, -17, 695, ., ., ., ., ., ., ., ., ., ., ., i, 3.5
15. Cc1nn2c(=O)c(NC(=O)c3ccc(F)cc3)cnc2s1
→ -0.2%, i, 36, 3, 761, -23, -8, i, 4, -0.3, 1188, 2.3, 1.6, 3.7, -1.8, 1226, i, 0.8
16. Cc1nc(S(=O)(=O)c2ccc(Cl)cc2)c(NCc2ccccc2)o1
→ -0.1%, i, 27, 15, 765, 8, 0, i, 7, 0.06, 966, 4.0, 2.3, 2.2, ., ., i, 0.8
17. CCCCn1c(N)c(N(CC)C(=O)CSCc2ccc(C)cc2)c(=O)[nH]c1=O
→ 0.1%, i, 10, 0, 812, ., ., ., ., ., ., ., ., ., ., ., i, 0.2
18. Nc1cccc(-n2nncc2-c2ccc(Cl)cc2)c1
→ -0.3%, ., ., ., ., 5, 3, i, -3, 0.28, 1254, 4.5, 1.5, 4.0, -6.8, 891, ., .
19. Cc1sc(NC(=O)/C=C/c2ccc3c(c2)OCO3)nc1-c1ccccc1
→ 0.0%, i, 42, 46, 666, 20, -19, i, 9, -0.08, 1475, 5.7, 3.0, 4.2, 2.1, 1215, i, 0.8
20. Cc1ccc(S(=O)(=O)N2CCCCC2)cc1NC(=O)COC(=O)Cc1ccc(Cl)cc1
→ -0.2%, i, 53, 8, 636, 20, -9, i, -2, ., ., 2.7, 4.1, 4.5, 0.4, 925, i, 0.7
21. CC(C)n1nnnc1-c1ccc(Cl)cc1
→ 0.3%, i, 36, 0, 677, -8, 6, i, 6, 0.06, 1271, 6.3, 2.6, 12, 1.6, 1076, i, 0.3
22. Cc1c(CC(=O)NCC(=O)O)c(=O)oc2cc3oc4c(c3cc12)CCCC4
→ -0.1%, i, 12, 3, 847, ., ., ., ., ., ., ., ., ., ., ., i, 0.6
23. Cc1cnc(C(=O)NCc2ccc(F)cc2)cn1
→ 0.0%, i, 24, -22, 803, ., ., ., ., ., ., ., ., ., ., ., i, 0.2
24. Cc1c(C(=O)Nc2c(C)n(C)n(-c3ccccc3)c2=O)oc2ccc(Cl)cc12
→ 0.0%, i, 25, -18, 662, ., ., ., ., ., ., ., ., ., ., ., i, 7.6
25. Cc1cc(=O)oc2cc(OCC(=O)N3CCN(C(=O)C4COc5ccccc5O4)CC3)ccc12 (stereo unspecified)
→ -0.2%, i, 65, 4, 659, ., ., ., ., ., ., ., ., ., ., ., i, 5.8
26. CN(Cc1nc2ccccc2n1C)S(C)(=O)=O
→ 0.4%, i, 53, -6, 629, -4, 5, i, -9, ., ., 2.6, 1.6, 5.0, ., ., i, 0.7
27. Cc1cc(C)nc(N2C(=O)CC(C(=O)O)NC2=NCCc2c[nH]c3ccccc23)n1 (stereo unspecified)
→ 0.0%, i, 44, ., ., 5, -7, i, 1, -0.55, 1131, 1.1, 1.0, 7.6, -6.9, 970, i, 0.8
28. CN1CCN(NC(=O)c2ccc(Cl)cc2Cl)CC1
→ 0.2%, i, 23, -20, 680, -8, -13, i, -13, 0.21, 1283, 4.3, 3.2, 7.5, -1.2, 908, i, 0.5
29. CC(C(=O)N1CCN(c2ccc(Cl)cc2)CC1)c1ncc(C(F)(F)F)cc1Cl (stereo unspecified)
→ -0.8%, i, 20, ., ., ., ., i, -27, ., ., 3.2, 2.6, 10, ., ., i, 2.5
30. CC(C)NC(=O)c1cnn2c1NC(c1cccs1)CC2C(F)(F)F (stereo unspecified)
→ -0.6%, i, 23, -6, 706, -11, -12, i, -3, ., ., 1.6, 2.2, 8.2, ., ., i, 0.5
31. CCOC(=O)c1c(CC(C)C)csc1NC(=O)CCl
→ ., i, 43, 12, 745, 23, 23, i, 1, -0.11, 935, 3.1, 1.3, 8.2, -2.8, 1233, i, 0.7
32. COc1ccc(C)cc1-n1c(SCC(=O)Nc2cccc(C(=O)O)c2)nc2ccccc2c1=O
→ 0.6%, i, 41, -9, 653, ., ., ., ., 0.61, 1026, ., ., ., 1.5, 1296, i, 1.2
33. O=C(Nc1ccccc1)N1CCc2scc[n+]2-c2ccccc21
→ 0.9%, i, 5, -39, 675, -8, -9, i, -10, -0.13, 1337, 3.5, 3.3, 13, -3.5, 559, i, 0.7
34. COC(=O)CC1c2cc(OC)c(OC)cc2CC(=O)c2cc(OC)c(OC)cc21 (stereo unspecified)
→ -0.1%, i, 42, 2, 590, -3, -14, i, 8, ., ., 1.9, 3.3, 3.1, 1.0, 989, i, 1.0
35. CCc1ccc2nc3sc(C(=O)O)cc3cc2c1
→ 0.2%, i, 26, -8, 747, -14, 3, i, 8, 2, 1467, 2.6, 2.5, 1.0, -0.7, 1669, i, 0.2

Record cards, as listed above. Order of screens: West Nile virus CPE, T cell HTS, T cell HTS vesicle-bound %, Hep lipid drop, Hep lipid drop cells 6.5 µM, WT yeast gro inh, WT yeast gro inh mutant strain, Autophagy mod, Autophagy mod cell loss 18 h, Insulin prom up, Insulin prom up cell count, MT stabilizer, MT stabilizer Hoechst-high %, MT stabilizer cytotoxicity %, b-catenin transl, b-catenin transl cell count 5 µM, Myeloid diff 2, Myeloid diff 2 GFP+ MAC1+ %
Cc1cc(C)nc(N2C(=O)CC(C(=O)O)NC2=NCCc2c[nH]c3ccccc23)n1 (stereo unspecified) is listed as 0.0%, i, 44, ., ., 5, -7, i, 1, -0.55, 1131, 1.1, 1.0, 7.6, -6.9, 970, i, 0.8
CN1CCN(NC(=O)c2ccc(Cl)cc2Cl)CC1 is listed as 0.2%, i, 23, -20, 680, -8, -13, i, -13, 0.21, 1283, 4.3, 3.2, 7.5, -1.2, 908, i, 0.5
